MBNL1-CUG inh – inhibitors of human MBNL1 binding to CUG repeat RNA; 0.036% of 280,000 active; AID 2675; TR-FRET MBNL1-His/biotin-(CUG)12 binding, 665/545 ratio; Potency, µM (top dose mostly 57.5 µM), inactives show at the top dose activity change, negative = inhibition, actives largely listed as inhibitors; Q9NR56; active = well fitted inhibition curve with a large enough effect in the signal ratio, with a control signal flat, not every such curve was filed as active; inconclusive = small, poorly fitted or top-dose-only effect, or effect the other way, or a change in a side signal; inactive = no such curve, though single readings can be large or run the other way; the % refers to the signal ratio; also: potency is read from the fitted curve at half-maximal effect; % is scaled to controls: 0 for no effect and ±100 for the full control effect
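TR-FRET between His-tagged MBNL1 and biotin-(CUG)12 RNA, detected with Tb anti-His antibody (0.055 ng/ul) and streptavidin-XL665 (5 nM), 60 min at room temperature. Compounds titrated 92 nM to 58 uM; 665/545 nm ratio normalized to buffer and complex controls.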
Rab9 promoter act – Rab9 promoter activation; Huh7 Rab9 promoter-luciferase reporter, luminescence, 24 h; AID 485297; Potency, µM (titrated, usually from 9.22 µM), inactives show at the top dose activation, negative = inhibition, usual class: activators; 2.8% of 320,000 active; also: potency is read from the fitted curve at half-maximal effect; % of control where 0% means no effect; nearly all actives have a fitted effect of over 60% in size
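Stable Rab9-luc Huh7, 1500 cells/well, 2 h settle; cmpd in DMSO, 24 h, 37 °C/5% CO2; luciferase reagent 10 min RT; luminescence.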
NPC1 promoter act – NPC1 promoter activation; Huh7 NPC1 promoter luciferase reporter, 24 h; Potency, µM (titrated, usually from 9.22 µM), inactives show at the highest dose activation, usual class: activators; 2.4% of 320,000 active;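 also: potency is read from the fitted curve at half-maximal effect; % of control where 0% means no effect; nearly all actives have a fitted effect of over 60% in size; reporter is driven by a mutant NPC1 promoter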
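Luciferase expression driven by the NPC1 promoter was measured in stably transfected Huh7 cells after a 24 h compound incubation, using a luciferase reagent and a luminescence read.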
RORg inh – ROR gamma (mouse) transcription inhibition; P51450; Drosophila S2 Gal4-RORgamma UAS-luciferase reporter, 20 h; Potency, µM (doses to about 53.6 µM), inactives show at the top dose activity change, negative = inhibition, actives largely listed as inhibitors; 5.4% of 310,000 active; also: potency is read from the fitted curve at half-maximal effect; % is scaled to controls: 0 for no effect and ±100 for the full control effect; nearly all actives have a fitted effect of over 60% in size
Target sequence (P51450 whole entry, looked up, the tested form may be a part): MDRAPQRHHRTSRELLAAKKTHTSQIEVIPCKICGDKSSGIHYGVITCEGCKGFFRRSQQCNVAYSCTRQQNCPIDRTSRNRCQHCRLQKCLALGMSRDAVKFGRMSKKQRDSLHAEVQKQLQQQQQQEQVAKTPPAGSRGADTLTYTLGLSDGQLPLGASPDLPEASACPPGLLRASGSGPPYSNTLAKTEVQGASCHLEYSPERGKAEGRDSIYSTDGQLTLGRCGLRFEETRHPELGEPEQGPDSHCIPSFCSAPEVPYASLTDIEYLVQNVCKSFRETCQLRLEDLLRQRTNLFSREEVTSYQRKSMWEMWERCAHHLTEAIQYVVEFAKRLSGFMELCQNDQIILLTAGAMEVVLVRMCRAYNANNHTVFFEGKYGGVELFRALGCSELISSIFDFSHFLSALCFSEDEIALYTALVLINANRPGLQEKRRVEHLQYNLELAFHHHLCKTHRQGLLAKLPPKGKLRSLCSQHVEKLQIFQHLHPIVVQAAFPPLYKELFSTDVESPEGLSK
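Schneider cells (Drosophila), stable Gal4 DBD–ROR gamma + UAS-luc; 1 hr cmpd preincubation; Cu2+ induction 700 uM final; 20 hr ambient; luminescence.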
Menin MLL FP TR – menin-MLL binding inhibition, Texas Red mutant peptide; 0.23% of 270,000 active; O00255; Menin + Texas Red MLL mutant peptide, fluorescence polarization; Potency, µM (top dose mostly 61.6 µM), for inactives: at the top dose FP activity change, negative = inhibition, most hits filed as inhibitors; active = well fitted inhibition curve with a large enough effect in the polarisation, with a control signal flat, not every such curve was filed as active; inconclusive = small, poorly fitted or top-dose-only effect, or effect the other way, or a change in a side signal; inactive = no such curve, though single readings can be large or run the other way; the % refers to the polarisation; also: potency is read from the fitted curve at half-maximal effect; % of control where 0% means no effect; many of its hits are not listed in these tables
Target sequence (O00255 whole entry, looked up): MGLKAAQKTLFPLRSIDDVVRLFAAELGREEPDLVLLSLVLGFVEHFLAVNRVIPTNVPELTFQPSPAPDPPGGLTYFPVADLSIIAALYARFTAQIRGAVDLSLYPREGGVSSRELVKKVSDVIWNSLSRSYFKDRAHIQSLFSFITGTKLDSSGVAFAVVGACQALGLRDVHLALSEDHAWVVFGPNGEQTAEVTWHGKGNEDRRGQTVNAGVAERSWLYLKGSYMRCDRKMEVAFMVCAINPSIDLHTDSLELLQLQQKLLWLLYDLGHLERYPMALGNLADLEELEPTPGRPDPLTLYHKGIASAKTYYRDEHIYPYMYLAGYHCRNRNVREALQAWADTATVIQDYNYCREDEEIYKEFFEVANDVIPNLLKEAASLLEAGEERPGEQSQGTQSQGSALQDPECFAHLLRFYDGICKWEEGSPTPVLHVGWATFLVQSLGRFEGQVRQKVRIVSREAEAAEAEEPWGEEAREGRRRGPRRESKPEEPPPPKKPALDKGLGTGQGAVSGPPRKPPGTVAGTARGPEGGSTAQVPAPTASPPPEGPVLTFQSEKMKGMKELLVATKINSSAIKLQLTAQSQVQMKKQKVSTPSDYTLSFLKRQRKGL
FLuc counter – counter-screen for miR-21 project: firefly luciferase inhibitors or activators. P08659. purified FLuc, Km substrates, luminescence inhibition. Potency, µM (titrated, usually from 57.5 µM), without a hit: at the highest dose activity change, negative = inhibition, most hits filed as inhibitors. 6.9% of 360,000 active;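 also: potency is read from the fitted curve at half-maximal effect; plate controls were vehicle for no effect and reference inhibitor for full effect; nearly all actives have a fitted effect of over 55% in size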
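Purified P. pyralis luciferase (10nM final) with 10uM D-luciferin and 10uM ATP (Km levels) in 50mM Tris acetate pH 7.5, 10mM Mg acetate, 0.01% Tween-20, 0.05% BSA; qHTS 6-point titration, ~60 µM downward; luminescence read.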
ELG1 DNA repair – blocks ELG1-dependent DNA repair in HEK293T cells. HEK293T ELG1-luciferase reporter, luminescence, 16 h; DNA damage induced by 5-fluorouridine. Potency, µM (titrated, usually from 46.1 µM), inactives show top-dose activity change, negative = inhibition, hits mostly inhibitors. 2.3% of 330,000 active. AID 504467; also: potency is read from the fitted curve at half-maximal effect; % is scaled to controls: 0 for no effect and ±100 for the full control effect; nearly all actives have a fitted effect of over 55% in size
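DMSO vehicle served as the neutral condition. Each well held 2,000 cells given 5-fluorouridine plus compound; after 16 hr at 37 °C/5% CO2, ONE-Glo was added and luciferase measured 30 min later.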
KCNH2 3.1 inh – inhibitors of human KCNH2 3.1 potassium channel isoform | U2OS KCNH2 3.1, thallium flux FluxOr; hits give low values | activity change, % (tested at about 1.8 µM) | 0.95% of 340,000 active | AID 720553;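 active = maximum activity change below -70%; inconclusive = maximum activity change from -70% to -50%; inactive = maximum activity change above -50%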;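 also: thallium influx rate constant from kinetic fluorescence after stimulation buffer; % is scaled to controls: 0 for no effect and ±100 for the full control effect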
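U2OS cells transduced with KCNH2 3.1 mutant virus (1.77 x 10^8 /mL, 4 h), plated overnight at 37 C, loaded 45 min with FluxOr dye plus Red40 quencher. Thallium flux rate constant from kinetic reads after stimulation buffer, normalised to controls.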
PKM2 act – activators of human pyruvate kinase M2 | P14618 | purified PKM2, Kinase-Glo ATP luminescence, activation; response scale: 0% is enzyme alone, no compound | Potency, µM (series often up to 57.5 µM), for the others: at the top dose activation, most hits filed as activators | 0.34% of 260,000 active; also: potency is read from the fitted curve at half-maximal effect; % is scaled to controls: 0 for no effect and ±100 for the full control effect; nearly all actives have a fitted effect of over 55% in size
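Kinase-Glo luminescence reports ATP generated from ADP (0.1 mM) and PEP (0.5 mM) by purified hPK-M2 after 1 h at room temperature, pH 7.2 imidazole buffer; intermediate enzyme activity allows detecting inhibitors and activators.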
VP16 counter – Gal4-VP16 reporter inhibition counter-screen; Potency, µM (doses to about 53.6 µM), without a hit: at the top dose activity, negative = inhibition, most hits filed as inhibitors; Drosophila S2 Gal4-VP16 UAS-luciferase, luminescence, 20 h; 3.5% of 310,000 active; AID 2546;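 also: Gal4-VP16 expression switched on by copper sulfate through the metallothionein promoter; potency is read from the fitted curve at half-maximal effect; % is scaled to controls: 0 for no effect and ±100 for the full control effect; nearly all actives have a fitted effect of over 50% in size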
Mito fusion yeast – blocks mitochondrial division or promotes mitochondrial fusion. AID 485298. S. cerevisiae fusion-defective mutant growth rescue, CellTiterGlo 48 h. 0.23% of 320,000 active. Potency, µM (top dose mostly 46.1 µM), for the others: at the top dose growth rescue (activation), most hits filed as activators;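 also: potency is read from the fitted curve at half-maximal effect; % of control where 0% means no effect; nearly all actives have a fitted effect of over 45% in size; temperature-sensitive fusion mutants such as fzo1-1 at 37 °C on non-fermentable ethanol glycerol medium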
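Luminescent cell viability in 1536-well qHTS format served as the measure of rescued growth in ts fusion-mutant S. cerevisiae cultured on non-fermentable YPEG for 48 hours at 37C.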
Starred values were filed as active, the others as inactive; ? = inconclusive; · = no result given; [ ] = dose if it differs, or a comment. Unless noted, calls follow the shape of the dose curve; as a rule, active = well fitted curve in the direction sought with a large enough effect; inconclusive = small, poorly fitted or top-dose-only effect, or another doubt; inactive = no such curve, though single readings can be large; an effect the other way counts as inactive or inconclusive.

Molecule	MBNL1-CUG inh	Rab9 promoter act	NPC1 promoter act	RORg inh	Menin MLL FP TR	FLuc counter	ELG1 DNA repair	KCNH2 3.1 inh	PKM2 act	VP16 counter	Mito fusion yeast
COc1cccc(CNC(=O)CCNC(=O)C2CCN(S(=O)(=O)c3ccccc3)CC2)c1	-2.9%	-5.1%	0.1%	11.7%	·	2.3%	-9.9%	7.4	·	-3.5%	0.4%
CN(C)S(=O)(=O)c1ccc(S(=O)(=O)Nc2ccc3c(c2)oc2ccccc23)cc1	1.0%	-3.5%	-5.0%	42.6%	?	3.0%	1.6%	4.5	-4.6%	-2.0%	1.2%
FC(F)Sc1ccc(NC(=S)NC(c2ccccc2)c2ccccc2)cc1	-2.9%	-5.7%	-3.5%	7.08µM*	15.8µM*	2.7%	-8.2%	26.3	-1.5%	?	6.8%
Cc1cccc(C)c1NC(=O)CNC(=O)CCCN1C(=O)c2cccc3cccc(c23)C1=O	·	3.1%	0.4%	·	·	4.5%	?	-3.7	·	·	0.7%
NC(=O)c1ccc(SCC(=O)OCC(=O)N2CCCC2=O)c([N+](=O)[O-])c1	·	-0.4%	1.1%	·	·	-0.3%	?	5.3	·	·	-8.7%
COc1ccc(CNS(=O)(=O)NCc2ccc(OC)c(OC)c2)cc1	·	0.7%	-8.2%	?	-12.9%	-2.9%	?	·	0.6%	-29.8%	-0.2%
CSCCC(=O)Nc1nc(-c2ccccn2)cs1	5.5%	2.2%	1.1%	12.6µM*	5.5%	?	-14.1%	4.0	7.5%	-18.1%	3.1%
O=C(CCc1ccc(S(=O)(=O)NCCc2ccccc2)cc1)N1CCN(Cc2ccc3c(c2)OCO3)CC1	9.6%	-9.3%	-0.7%	37.8%	-4.6%	2.1%	23.1µM*	·	2.6%	?	2.0%
CC(=O)NN1C(=O)c2ccccc2NC1c1ccco1 (stereo not given)	-4.5%	0.6%	-4.7%	1.3%	13.8%	-2.7%	-17.2%	6.3	3.4%	6.5%	-2.5%
Cc1cc(NC(=O)c2ccccc2C)no1	-6.7%	?	?	?	-3.0%	15.1µM*	?	3.1	-6.6%	-5.3%	2.0%
COC(=O)c1sc2ccccc2c1-n1cccc1C(=O)C(=O)Nc1ccccc1	0.7%	2.7%	0.5%	1.3%	?	-8.2%	-11.2%	-10.9	-3.1%	11.8%	10.2%
COc1ccc(S(=O)(=O)Nc2ccc(-c3ccc4nncn4n3)cc2)c(OC)c1	·	-0.9%	-3.6%	·	·	2.7%	6.5%	1.7	·	·	11.7%
O=C(c1cc2ccccc2oc1=O)N1CCN(c2ccccn2)CC1	2.1%	-0.7%	2.6%	-20.2%	13.0%	7.0%	8.4%	-6.2	4.5%	-5.1%	-6.2%
O=C(NCc1ccc2c(c1)OCO2)c1ccc(CS(=O)Cc2cccc(Cl)c2)o1 (stereo not given)	2.8%	-1.0%	-1.8%	12.7%	?	-1.2%	-21.1%	-3.5	·	10.5%	-11.5%
Cc1ccc(-c2cc(Cc3ccccn3)c(=O)[nH]n2)cc1	?	-3.7%	1.6%	?	·	-2.5%	11.0%	-159.2*	8.8%	-1.4%	-4.3%
C=CCn1c(=S)[nH]c2nc3c(cc2c1=O)CCCC3	39.3%[activator]	15.7%	18.9%	7.08µM*	0.2%	-15.8%	22.9%	0.7	-2.3%	7.08µM*	13.3%
CN1CCN(C(=O)CCN2C(=O)/C(=C\c3ccccc3F)SC2=S)CC1	?	-13.7%	-25.6%	5.62µM*	-4.0%	0.3%	2.4%	-11.4	-4.2%	-16.8%	-2.4%
Clc1ccc2c(c1)-c1[nH]ncc1CS2	4.4%	-1.8%	1.9%	-0.1%	·	-9.4%	-5.6%	4.2	-6.2%	2.5%	4.4%
Cn1cccc1CNCc1ccc(F)cc1	·	-3.5%	-2.9%	-21.3%	-17.1%	0.6%	11.5%	5.3	-7.0%	-4.8%	-6.3%
O=C(COc1ccccc1-c1ccccc1)N/N=C/c1ccncc1	18.9%	-4.5%	-9.0%	0.2%	-1.1%	-0.6%	?	-3.5	-0.3%	-6.4%	?

Next section:
Molecule	MBNL1-CUG inh	Rab9 promoter act	NPC1 promoter act	RORg inh	Menin MLL FP TR	FLuc counter	ELG1 DNA repair	KCNH2 3.1 inh	PKM2 act	VP16 counter	Mito fusion yeast
O=C(/C=C/c1cccs1)N1CCN(c2ccc(F)cc2)CC1	9.2%	1.3%	-0.5%	8.6%	·	-13.0%	0.0%	-32.5	-6.8%	2.5%	-2.0%
O=C1CC(/C=C/c2ccccc2)=Nc2ccccc2N1	5.9%	0.891µM*	2µM*	28.0%	?	2.69µM*	?	10.9	-26.6%	?	-2.0%
O=C(O)c1nccnc1C(=O)NCc1csc2ccc(Cl)cc12	-2.5%	-0.5%	-0.7%	-1.0%	·	-15.7%	1.2%	13.2	-0.1%	7.4%	-2.9%
CC(=O)c1ccc(NC(=O)N[C@@H](CC(C)C)C(=O)O)cc1	-16.1%	6.9%	-1.3%	27.9%	-24.7%	10.4%	-5.8%	-2.2	-1.2%	0.7%	2.4%
COc1ccc(C)cc1NC(=O)CCCN1C(=O)NC(C)(C)C1=O	·	2.0%	-6.4%	·	·	5.4%	29.5%	-4.7	·	·	-2.5%
CCCS(=O)(=O)c1ccc(COC(=O)c2ccc(NC(C)=O)cc2)cc1	-4.1%	10.7%	-8.3%	14.1%	18.1%	1.4%	-9.0%	-16.9	-1.4%	-5.3%[10 µM]	2.2%
O=C(COC(=O)/C=C/c1cccc(C(F)(F)F)c1)NCc1ccccc1	-6.8%	3.9%	-3.1%	-1.7%	-3.1%	1.9%	8.0%	-0.3	-5.2%	-17.3%	-6.1%
O=C(Cc1ccccc1F)OCN1C(=O)c2ccccc2C1=O	1.2%	-0.2%	-4.9%	-39.8%	·	?	6.2%	-0.5	16.4%	-11.8%	-0.6%
N#Cc1cnn(-c2cccc(Cl)c2)c1N	·	1.3%	-1.8%	-1.1%	10.7%	-2.7%	-13.8%	-86.4*	1.1%	-7.2%	-0.6%
Cc1ccccc1OCC(=O)OCC(=O)Nc1ncc(Cl)c(C)c1Cl	·	-3.0%	-1.4%	·	·	·	13.8%	0.2	·	·	0.2%
c1ccc2oc(C3=NNC(=NC4CC4)SC3)cc2c1	?	0.316µM*	0.282µM*	3.55µM*	9.0%	0.757µM*	?	-4.7	-1.0%	11.2µM*	-9.1%
Cc1ccc(OCc2cc(C(=O)N3CCCC(O)C3)no2)cn1 (stereo not given)	-9.5%	10.9%	3.0%	18.4%	·	1.4%	?	13.4	·	-10.2%	2.0%

Laid out differently: four of the compounds above.
compound: O=C(COC(=O)/C=C/c1cccc(C(F)(F)F)c1)NCc1ccccc1
  MBNL1-CUG inh = -6.8%; Rab9 promoter act = 3.9%; NPC1 promoter act = -3.1%; RORg inh = -1.7%; Menin MLL FP TR = -3.1%; FLuc counter = 1.9%; ELG1 DNA repair = 8.0%; KCNH2 3.1 inh = -0.3; PKM2 act = -5.2%; VP16 counter = -17.3%; Mito fusion yeast = -6.1%

compound: O=C(Cc1ccccc1F)OCN1C(=O)c2ccccc2C1=O
  MBNL1-CUG inh = 1.2%; Rab9 promoter act = -0.2%; NPC1 promoter act = -4.9%; RORg inh = -39.8%; Menin MLL FP TR = ·; FLuc counter = ?; ELG1 DNA repair = 6.2%; KCNH2 3.1 inh = -0.5; PKM2 act = 16.4%; VP16 counter = -11.8%; Mito fusion yeast = -0.6%

compound: N#Cc1cnn(-c2cccc(Cl)c2)c1N
  MBNL1-CUG inh = ·; Rab9 promoter act = 1.3%; NPC1 promoter act = -1.8%; RORg inh = -1.1%; Menin MLL FP TR = 10.7%; FLuc counter = -2.7%; ELG1 DNA repair = -13.8%; KCNH2 3.1 inh = -86.4*; PKM2 act = 1.1%; VP16 counter = -7.2%; Mito fusion yeast = -0.6%

compound: Cc1ccccc1OCC(=O)OCC(=O)Nc1ncc(Cl)c(C)c1Cl
  MBNL1-CUG inh = ·; Rab9 promoter act = -3.0%; NPC1 promoter act = -1.4%; RORg inh = ·; Menin MLL FP TR = ·; FLuc counter = ·; ELG1 DNA repair = 13.8%; KCNH2 3.1 inh = 0.2; PKM2 act = ·; VP16 counter = ·; Mito fusion yeast = 0.2%

Not all compounds are listed, so the mix of outcomes need not match the whole.
